VP16 counter – Gal4-VP16 reporter inhibition counter-screen. actives 3.5% (n = 310,000). Drosophila S2 Gal4-VP16 UAS-luciferase, luminescence, 20 h. Potency, µM (series often up to 53.6 µM), for inactives: top-dose activity, negative = inhibition, most hits filed as inhibitors;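 further: Gal4-VP16 expression switched on by copper sulfate through the metallothionein promoter; on the % scale 0 is the no-effect control and ±100 the full control effect; nearly all actives have a fitted effect of over 50% in size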
RORg inh – ROR gamma (mouse) transcription inhibition; P51450; Drosophila S2 Gal4-RORgamma UAS-luciferase reporter, 20 h; Potency, µM (titrated, usually from 53.6 µM), for inactives: at the top dose activity change, negative = inhibition, actives largely listed as inhibitors; actives 5.4% (n = 310,000); further: on the % scale 0 is the no-effect control and ±100 the full control effect; nearly all actives have a fitted effect of over 60% in size
Target sequence (P51450 whole entry, looked up, the tested form may be a part): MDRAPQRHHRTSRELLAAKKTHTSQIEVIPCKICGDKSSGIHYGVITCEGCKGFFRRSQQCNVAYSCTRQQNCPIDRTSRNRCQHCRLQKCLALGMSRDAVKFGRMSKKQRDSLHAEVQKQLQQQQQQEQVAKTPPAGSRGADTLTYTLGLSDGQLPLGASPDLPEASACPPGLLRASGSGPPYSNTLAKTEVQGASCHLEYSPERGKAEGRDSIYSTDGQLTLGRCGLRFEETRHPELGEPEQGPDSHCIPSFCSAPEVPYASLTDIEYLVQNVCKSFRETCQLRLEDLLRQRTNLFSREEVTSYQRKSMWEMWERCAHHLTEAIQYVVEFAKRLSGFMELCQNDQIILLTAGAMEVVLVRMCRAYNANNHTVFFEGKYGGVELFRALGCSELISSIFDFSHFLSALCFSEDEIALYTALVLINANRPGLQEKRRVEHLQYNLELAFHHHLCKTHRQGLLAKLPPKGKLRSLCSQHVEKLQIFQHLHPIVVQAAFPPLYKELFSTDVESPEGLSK
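Stable Schneider cell line, Gal4 DNA-binding domain fused to ROR gamma, UAS-luciferase. Cmpd 1 hr RT → CuSO4 700 uM final → 20 hr RT → luciferase reagent 10 min → luminescence.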
Rab9 promoter act – activators of Rab9 promoter; Huh7 Rab9 promoter-luciferase reporter, luminescence, 24 h; Potency, µM (titrated, usually from 9.22 µM), for the others: at the highest dose activation, negative = inhibition, usual class: activators; actives 2.8% (n = 320,000); further: % of control where 0% means no effect; nearly all actives have a fitted effect of over 60% in size
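Luciferase signal after 10 min detection reagent at ambient indicates Rab9 promoter upregulation; stably transfected Huh7 cells were treated 24 h with compound in DMSO at 37 °C, 5% CO2.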
uPA generation – blocks generation of uPA at the cell surface | Potency, µM (highest dose often 38.3 µM), for inactives: top-dose activity change, negative = inhibition, usual class: inhibitors | AID 540303 | cell surface uPA generation assay, qHTS | actives 0.31% (n = 330,000); active means well fitted inhibition curve with a large enough effect; inconclusive means small, poorly fitted or top-dose-only effect; inactive means no such curve, though single readings can be large or run the other way; tested in mouse RAW 264.7 cells; further: on the % scale 0 is the no-effect control and ±100 the full control effect; nearly all actives have a fitted effect of over 55% in size
NPC1 promoter act – activators of NPC1 promoter | Huh7 NPC1 promoter luciferase reporter, 24 h | AID 485313 | actives 2.4% (n = 320,000) | Potency, µM (series often up to 9.22 µM), inactives show top-dose activation, actives largely listed as activators;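 further: % of control where 0% means no effect; nearly all actives have a fitted effect of over 60% in size; reporter is driven by a mutant NPC1 promoter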
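Huh7 reporter cells (NPC1 promoter driving luciferase) are dosed with compound for 24 h at 37 °C, 5% CO2; luciferase detection reagent is then added and luminescence measured after 10 min at ambient temperature.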
MBNL1-CUG inh – blocks human MBNL1 binding to CUG repeat RNA; Q9NR56; TR-FRET MBNL1-His/biotin-(CUG)12 binding, 665/545 ratio; Potency, µM (series often up to 57.5 µM), without a hit: at the highest dose activity change, negative = inhibition, usual class: inhibitors; actives 0.036% (n = 280,000); AID 2675; active means well fitted inhibition curve with a large enough effect in the signal ratio, with a control signal flat, not every such curve was filed as active; inconclusive means small, poorly fitted or top-dose-only effect, or effect the other way, or a change in a side signal; inactive means no such curve, though single readings can be large or run the other way; the % refers to the signal ratio; further: on the % scale 0 is the no-effect control and ±100 the full control effect
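Compounds (final 92 nM to 58 uM) are added to His-tagged MBNL1 and biotin-(CUG)12, then terbium anti-His antibody and streptavidin-XL665 (5 nM final). After 60 min at room temperature, the 665/545 nm ratio is read.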
BRCA1 expr act – activators of BRCA1 expression. MCF7-BRCA1-FFLuc reporter, luminescence, 48 h; response scale: scaled: vehicle 0%, 10 µM genistein 100%. AID 624202. Potency, µM (doses to about 46.1 µM), inactives show top-dose activation, usual class: activators. actives 1.1% (n = 380,000); further: nearly all actives have a fitted effect of over 80% in size; some results filed as inactive show a strong effect at the top dose
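MCF7-BRCA1-FFLuc, 2000 cells/well; 2 h attach, 37 °C/5% CO2; compound 48 h; luciferase substrate 15 min; luminescence end-point. Norm. to genistein 10 microM max activation and DMSO; concentration-response curves fitted.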
p53 reactivation – restores transcriptional activity of mutant p53; H1299 p53-A138V BP100-luciferase reporter, luminescence, 24 h; Potency, µM (doses to about 92.2 µM), for inactives: at the highest dose activity change, positive = activation, actives largely listed as activators; actives 0.063% (n = 320,000); AID 504706; further: % of control where 0% means no effect; nearly all actives have a fitted effect of over 45% in size
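H1299 (p53-null), stable ts p53-A138V + BP100-Luc; 1000 cells/well, Opti-MEM/10% FBS; cpd 4 pt, 1:5; 24 h, 37 deg C, 5% CO2; detection reagent 10 min RT; luminescence.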
ELG1 genotox – induces genotoxicity in HEK293T cells with luciferase-tagged ELG1; HEK293T ELG1-luciferase reporter, luminescence, 16 h; Potency, µM (doses to about 46 µM), inactives show at the top dose activity change, positive = activation, hits mostly activators; actives 1.3% (n = 330,000); further: % of control where 0% means no effect; nearly all actives have a fitted effect of over 60% in size
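HEK293T cells expressing luciferase-tagged ELG1 were exposed to compound or DMSO vehicle for 16 hr at 37 °C and 5% CO2. Luciferase activity was then measured with ONE-Glo after 30 min at room temperature.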
FLuc modulator – counter-screen for miR-21 project: firefly luciferase inhibitors or activators; P08659; purified FLuc, Km substrates, luminescence inhibition; Potency, µM (doses to about 57.5 µM), without a hit: at the highest dose activity change, negative = inhibition, hits mostly inhibitors; actives 6.9% (n = 360,000);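 further: plate controls were vehicle for no effect and reference inhibitor for full effect; nearly all actives have a fitted effect of over 55% in size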
Target sequence (P08659 whole entry, looked up): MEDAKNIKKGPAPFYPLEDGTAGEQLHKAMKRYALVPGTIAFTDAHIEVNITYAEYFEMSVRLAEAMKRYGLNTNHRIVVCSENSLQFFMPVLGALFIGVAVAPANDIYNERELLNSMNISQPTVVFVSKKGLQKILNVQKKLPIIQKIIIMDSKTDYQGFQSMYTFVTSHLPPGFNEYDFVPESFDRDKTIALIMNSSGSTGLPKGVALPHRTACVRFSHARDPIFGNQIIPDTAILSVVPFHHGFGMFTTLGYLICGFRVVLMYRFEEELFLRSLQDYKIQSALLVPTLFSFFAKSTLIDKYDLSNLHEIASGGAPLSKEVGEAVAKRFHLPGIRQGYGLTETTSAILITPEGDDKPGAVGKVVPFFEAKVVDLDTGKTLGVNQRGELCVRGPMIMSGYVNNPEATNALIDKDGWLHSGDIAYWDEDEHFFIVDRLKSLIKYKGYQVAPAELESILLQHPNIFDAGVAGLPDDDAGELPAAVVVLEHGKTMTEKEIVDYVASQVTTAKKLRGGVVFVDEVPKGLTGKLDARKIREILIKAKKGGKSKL
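Purified P. pyralis luciferase, 10 nM final, with Km-level 10 uM D-luciferin and 10 uM ATP in 50 mM Tris acetate pH 7.5, 10 mM Mg acetate, 0.01% Tween-20, 0.05% BSA; 6-point qHTS titration about 60 µM downward; luminescence read.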
* hit, by the source's call; ? = inconclusive; / = not tested or not shown; [ ] = dose if it differs, or a comment. Unless noted, the call rests on the fitted dose curve; in most records, active means well fitted curve in the direction sought with a large enough effect; inconclusive means small, poorly fitted or top-dose-only effect, or another doubt; inactive means no such curve, though single readings can be large; an effect the other way counts as inactive or inconclusive. Potency means the concentration at half of the fitted maximal effect.

SMILES	VP16 counter	RORg inh	Rab9 promoter act	uPA generation	NPC1 promoter act	MBNL1-CUG inh	BRCA1 expr act	p53 reactivation	ELG1 genotox	FLuc modulator
COc1ccc(-c2cn3c(C)c(C(=O)Nc4cccc(C)n4)sc3n2)cc1	11µM*	7.1µM*	2%	-7%	0%	-1%	-65%[inhibitor]	12%	-12%	12µM*
CC(C)(C)C(=O)COC(=O)C1CC(=O)N(c2ccccc2)C1 (stereo not given)	0%	10%	7%	-6%	0%	-3%	31%	3%	0%	-1%
CCOCCn1c(CN2CCN(c3cccc(Cl)c3)CC2)nc2c1c(=O)n(C)c(=O)n2C	-18%	39%	-2%	-22%	0%	-3%	-18%	-7%	-7%	10%
COc1ccc(CNC(=O)COC(=O)c2c[nH]c(=O)[nH]c2=O)cc1OC	-2%	-31%[10 µM]	-7%	4%	5%	-1%	-19%	-1%	0%	-1%
COCCNc1nnc(SCC(=O)Nc2nnc(-c3ccccc3)o2)s1	/	/	-5%	4%	-1%	/	12%	1%	12%	19µM*
COc1ccc(S(=O)(=O)NCc2ccncc2)cc1NC(=O)c1ccccc1C	/	/	-10%	0%	-3%	/	-6%	2%	-1%	-1%
Cn1c(SCCN2CCCC2)nnc1C1CCN(S(=O)(=O)c2ccc(F)cc2)CC1	2%	2%	-3%	-2%	-5%	-7%	-3%	3%	-4%	1%
N#Cc1c(-c2ccccc2)nc(SCC(=O)Nc2ccc(OC(F)(F)Cl)cc2)[nH]c1=O	-8%	-4%	0%[1.84 µM]	-7%	0%	22%	8%	3%	-1%	-2%
O=C(N/N=C/C1CCCCC1)c1cc(Cl)ccc1O	-14%	13µM*	-7%	-5%	-4%	4%	11%	18%	3%	12µM*
COc1cccc(CN2C(=NC(=O)C3CC3)SC3CS(=O)(=O)CC32)c1 (stereo not given)	-6%	-5%	-2%	-6%	1%	-8%	9%	-3%	2%	3%
CN(C)CCOc1cc(Cl)cc(Cl)c1	0%	13%	-3%	?	-7%	-4%	-2%	-3%	0%	-1%
CN(C)S(=O)(=O)c1ccc(Cl)c(NC(=O)COC(=O)CN2C(=O)NC(C)(C)C2=O)c1	-13%	-11%	-9%	-6%	-2%	-6%	-1%	-2%	-2%	-1%
CCn1ccc(C(=O)Nc2ccc3c(c2)CCC3)n1	-33%	?	1µM*	-10%	1µM*	-5%	0%	12%	?	3µM*
Cc1cc(C)nc(/N=C(\N)N2CCc3ccccc32)n1	14%	-11%	0%	-11%	0%	-13%	85%	1%	4%	?
CCC(C)NC(=O)c1cc2cc3ccc(OC)cc3nc2o1 (stereo not given)	13%	?	?	7%	?	?	11µM*	?	13%	?

Full records as entered above. Screens in order: VP16 counter, RORg inh, Rab9 promoter act, uPA generation, NPC1 promoter act, MBNL1-CUG inh, BRCA1 expr act, p53 reactivation, ELG1 genotox, FLuc modulator
Shown for COc1ccc(CNC(=O)COC(=O)c2c[nH]c(=O)[nH]c2=O)cc1OC → -2%, -31%[10 µM], -7%, 4%, 5%, -1%, -19%, -1%, 0%, -1%
Shown for O=C(N/N=C/C1CCCCC1)c1cc(Cl)ccc1O → -14%, 13µM*, -7%, -5%, -4%, 4%, 11%, 18%, 3%, 12µM*
Shown for COc1ccc(-c2cn3c(C)c(C(=O)Nc4cccc(C)n4)sc3n2)cc1 → 11µM*, 7.1µM*, 2%, -7%, 0%, -1%, -65%[inhibitor], 12%, -12%, 12µM*

The listing continues.
SMILES	VP16 counter	RORg inh	Rab9 promoter act	uPA generation	NPC1 promoter act	MBNL1-CUG inh	BRCA1 expr act	p53 reactivation	ELG1 genotox	FLuc modulator
CC1=CCC(C(=O)O)C(C(=O)O)C1 (stereo not given)	-5%	-4%	-2%	0%	-2%	-10%	-15%	-8%	3%	5%
COCc1cc(C)nc2sc(C(=O)Nc3ccccc3F)c(N)c12	18%	43%[1.91 µM]	26%	3%	23%	?	64%	/	15%	19µM*
Cc1cccc(C(=O)OCC(=O)NNC(=O)c2cccs2)c1O	/	/	0%	-4%	-1%	/	-6%	3%	2%	1%
COc1ccc(CCNC(=O)CCn2cccc2)cc1OC	-3%	1%	-7%	-5%	-1%	1%	9%	-2%	-1%	0%
COc1cc(C2NC(=O)NC(C)=C2C(=O)NCc2ccccc2)c(Cl)cc1O (stereo not given)	-5%	-2%	-4%	4%	-1%	2%	12%	1%	3%	2%
O=c1ccnc(SCCc2ccccc2)[nH]1	-5%	16%	3%	-1%	2%	-4%	2%	2%	2%	-13%
O=C(O)CSc1nnc(Cn2cnc3ccccc32)n1CCc1ccccc1	1%	-15%	3%	2%	0%	5%	12%	-13%	2%	-3%
COC(=O)c1sc(S(=O)(=O)NCc2cccs2)c(C(=O)OC)c1C	?	-23%	-4%	-2%	-2%	-6%	3%	2%	-6%	5%
O=C(COC(=O)c1cccc(NS(=O)(=O)c2ccc(F)c(F)c2)c1)NC(=O)NC1CCCCC1	?	12%	-4%	-2%	-2%	/	-38%	-6%	-3%	-4%
CCN(CC(=O)Nc1ccccc1C(F)(F)F)C(=O)CN1C(=O)NC(C)(c2ccccc2)C1=O (stereo not given)	/	/	0%	2%	0%	/	20%	-3%	1%	3%
Cc1c(Cl)cccc1NC(=S)NCc1ccc2c(c1)OCO2	11µM*	7.1µM*	-6%	3%	1%	/	-16%	-1%	-5%	3%
Cc1ccc(N(CC(=O)N2CCN(Cc3ccccc3)CC2)S(C)(=O)=O)cc1C	2%	?	-3%	1%	0%	-3%	-3%	/	-3%	5%
CCOC(=O)CCC(=O)N1CCOCCOCCN(C(=O)CCC(=O)OCC)CCOCC1	4%	-3%	0%	4%	-3%	2%	-4%	4%	2%	-2%
CCN(CC)c1ccc(C=Nc2ccc(N(C)C)cc2)c(O)c1	5%	-25%	15%	-5%	0%	?	50%	?	13µM*	8.5µM*
CC1(C)Cc2c(ccc3ccccc23)C(NNC(=O)c2cccnc2)=N1	-3%	-14%	-10%	-3%	-4%	-5%	9%	2%	2%	-2%
COc1cc2cc(CCCOC(=O)c3cccc(Br)c3)oc(=O)c2cc1OC	/	/	0%	-3%	-1%	/	0%	-6%	2%	-1%
O=C(NNC1=NS(=O)(=O)c2ccccc21)c1cccc([N+](=O)[O-])c1	-21%	-21%	3%	-28%	14%	?	-3%	0%	2%	12µM*
CCOC1(OCC)N=C(N)C2(C#N)C(c3cccc(OC)c3OC)C12C#N (stereo not given)	-5%	-15%	1%	0%	1%	-2%	1%	-7%	-2%	-1%
Cn1c(CNC(=O)C2CCCCC2)cc2cc(Cl)ccc21	?	?	1%	-1%	-5%	17%	0%	-16%	-6%	0%
COc1ccc(CCN2CC(C(=O)NCC(c3ccccc3)N(C)C)CC2=O)cc1OC (stereo not given)	/	/	/	-1%	/	/	12%	-9%	0%	/
Nc1c(NC(=O)CC[n+]2ccccc2)cccc1[N+](=O)[O-]	0%	14%	-4%	4%	0%	?	1%	?	?	-28%
Cc1cccc(OCC(=O)NNC(=O)CCc2ccccc2)c1	1%	-4%	7%	-2%	-1%	-6%	11%	-1%	0%	-2%
COc1cc(-c2nc3cccc(C)n3c2NCC2CCCO2)ccc1O (stereo not given)	-7%	19%	12%	-5%	3%	?	7%	-6%	10%	-9%
CN(CC(=O)Nc1ccccc1Br)C(=O)CCc1nc2ccccc2c(=O)[nH]1	/	/	-1%	18%	-2%	/	-27%	-2%	0%	2%
O=C(CSc1nncc2ccccc12)Nc1ccc(C(=O)O)cc1	-6%	-14%	-4%	-10%	-7%	11%	-1%	-2%	2%	-15%
CC1(C)COC2(OC1)C(=O)Nc1ccccc12	-3%	-1%	0%	4%	0%	?	0%	2%	-1%	5%
Cn1nnnc1SCC(=O)Nc1ccccc1[N+](=O)[O-]	-1%	12%	7%	-7%	-4%	?	-15%	2%	-1%	-1%
CC(=O)N[C@@H](CC(=O)O)C(=O)O	10%[17 µM]	1%[16.9 µM]	-3%	-95%	1%	/	-12%	1%	-5%	1%
CCCCn1c(N)c(N(CC(C)C)C(=O)CCNC(=O)c2ccccc2Cl)c(=O)[nH]c1=O	/	/	2%	4%	-1%	/	-9%	3%	0%	4%
Cc1ccc(Nc2nnc(SCC(=O)Nc3ccccc3[N+](=O)[O-])s2)cc1	-15%	?	5%	-5%	7%	-11%	-6%	15%	2%	?
CCn1c(=O)c(C(=O)Nc2ccc(C)cc2)c(O)c2ccccc21	?	?	22%	-3%	14%	-3%	-46%	/	7%	?
CSCCC(=O)N1CCC(n2nccc2NC(=O)c2ccc3c(c2)OCO3)CC1	6%	15%	4µM*	4%	2.8µM*	3%	?	?	?	12µM*
CCCCCCC(=O)Nc1nc(C)c(-c2csc(Nc3ccccc3OC)n2)s1	5%	?	1%	-7%	-5%	80%[activator]	0%	6%	-6%	?
NS(=O)(=O)c1cccc(NC(=O)CC(NC(=O)c2ccccc2Cl)c2ccccc2)c1 (stereo not given)	-2%	-6%	7%	0%	3%	-12%	-4%	/	/	?
COc1ccc2oc(C(=O)OC(C)C(=O)N3CCC(C)CC3)c(C)c2c1 (stereo not given)	/	/	-4%	4%	1%	/	-31%	-3%	-1%	-13%
O=C(NC1CCCCC1)n1c(=O)oc2ccccc21	-1%	13%	-5%	0%	0%	-5%	12%	16%	3%	3%
C=CCn1c(=O)c(C(=O)NCCc2ccc(Cl)cc2)c(O)c2cc(OC)c(OC)cc21	-16%	-18%	0%	41%[activator]	0%	2%	-9%	-1%	0%	0%
